# N370S GC: inhibitors or activators of N370S glucocerebrosidase for Gaucher disease | actives 0.092% (n = 330,000) | Potency, µM (top dose mostly 59.4 µM), for inactives: at the highest dose activity change, negative = inhibition, usual class: inhibitors | AID 2101 | N370S GC spleen homogenate, 4MU-glucoside fluorescence | P04062;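 further: 0% = full enzyme activity and -100% = no enzyme basal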
# TDP1 inh: TDP1 (human) enzyme inhibition. recombinant TDP1, AlphaScreen DNA substrate cleavage. Potency, µM (top dose mostly 130 µM), for inactives: top-dose activity change, negative = inhibition, most hits filed as inhibitors. actives 0.28% (n = 350,000); further: nearly all actives have a fitted effect of over 40% in size
# Target sequence (Q9NUW8 whole entry, looked up): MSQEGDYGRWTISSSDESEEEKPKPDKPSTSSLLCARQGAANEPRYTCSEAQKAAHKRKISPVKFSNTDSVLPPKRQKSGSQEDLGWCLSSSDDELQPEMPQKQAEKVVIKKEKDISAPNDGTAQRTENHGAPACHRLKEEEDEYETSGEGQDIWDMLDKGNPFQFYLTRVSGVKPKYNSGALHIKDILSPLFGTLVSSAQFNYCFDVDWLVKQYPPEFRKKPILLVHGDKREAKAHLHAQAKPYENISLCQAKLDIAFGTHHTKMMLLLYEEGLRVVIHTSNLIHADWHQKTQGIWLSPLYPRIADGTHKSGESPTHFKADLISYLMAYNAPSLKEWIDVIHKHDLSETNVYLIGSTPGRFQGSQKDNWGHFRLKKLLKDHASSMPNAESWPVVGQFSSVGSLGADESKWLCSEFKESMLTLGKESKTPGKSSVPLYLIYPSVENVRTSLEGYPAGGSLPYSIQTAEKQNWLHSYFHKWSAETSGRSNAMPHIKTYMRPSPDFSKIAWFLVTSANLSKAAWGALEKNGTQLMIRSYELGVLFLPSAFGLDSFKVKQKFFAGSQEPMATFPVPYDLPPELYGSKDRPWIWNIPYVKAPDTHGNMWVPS
#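 AlphaScreen read-out: signal falls as enzyme removes the 3' tyrosine-FITC from a 5'-biotinylated DNA oligo (15 nM, 5 min, RT). Enzyme was E. coli-made recombinant Tdp1 at 1 nM, exposed to compound for 15 min beforehand; beads 10 ug/ml, 10 min.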
# FEN1 inh: blocks human flap endonuclease 1. P39748. actives 0.35% (n = 390,000). AID 588795. Recombinant FEN1 flap cleavage, fluorescence, 15 min. Potency, µM (series often up to 114 µM), without a hit: at the highest dose activity change, negative = inhibition, usual class: inhibitors; further: nearly all actives have a fitted effect of over 65% in size
# Target sequence (P39748 whole entry, looked up): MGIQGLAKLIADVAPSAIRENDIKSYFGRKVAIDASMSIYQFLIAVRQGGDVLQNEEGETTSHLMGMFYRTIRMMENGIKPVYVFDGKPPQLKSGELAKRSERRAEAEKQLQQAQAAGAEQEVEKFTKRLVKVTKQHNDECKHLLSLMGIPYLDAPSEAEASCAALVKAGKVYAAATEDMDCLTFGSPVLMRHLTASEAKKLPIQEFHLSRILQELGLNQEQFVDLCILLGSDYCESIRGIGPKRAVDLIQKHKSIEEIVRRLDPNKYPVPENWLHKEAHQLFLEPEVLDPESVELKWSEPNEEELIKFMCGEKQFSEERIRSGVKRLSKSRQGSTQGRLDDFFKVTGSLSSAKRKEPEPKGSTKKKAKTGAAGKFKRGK
#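 Concentration–response screening of FEN1 (10 nM): 15 min compound preincubation at room temperature, reaction started with 50 nM substrate and read at 0 and 15 min. Corrected, normalized data were fitted by a four-parameter Hill equation.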
# * marks the source's active call; other numbers are inactive results; ? = inconclusive; nt = not tested or not shown; & = joins results of further samples; [ ] = another dose, or the depositor's remark. The call rests on the fitted dose curve; in most records, active means well fitted curve in the direction sought with a large enough effect; inconclusive means small, poorly fitted or top-dose-only effect, or another doubt; inactive means no such curve, though single readings can be large; an effect the other way counts as inactive or inconclusive. Unless noted, on the % scale 0 is the no-effect control and ±100 the full control effect; potency means the concentration at half of the fitted maximal effect. An unsorted share of the library. Share with any hit: about 0.57%.
SMILES,N370S GC,TDP1 inh,FEN1 inh
COCC(=O)Nc1c(I)c(C(=O)NC[C@@H](O)CO)c(I)c(C(=O)N(C)C[C@@H](O)CO)c1I,-11%[21.6 µM],6%[21 µM],nt
CCN(CC)S(=O)(=O)c1ccc(C(=O)OCC(=O)Nc2ccc(-c3nc4ccc(C)cc4s3)cc2)cc1,5%,2%,-2%
CCCCS(=O)(=O)N1CCc2nc(-c3ccccc3)c3c(c2C1)CO[C@@H](C)C3,4%[12.8 µM],-2%[21 µM],nt
Cc1cc(C)cc(N(CC(=O)NCc2ccco2)C(=O)CCC(=O)Nc2ccccn2)c1,8%,-1%,11%
Cc1ccc(C(=O)COC(=O)c2nc(Cl)ccc2Cl)cc1,nt,-7%,-11%
O=c1oc2ccc3ccccc3c2cc1-c1nnc(Nc2ccccc2)s1,nt,-1%[12.3 µM],-5%
Cc1nnc(NC(=O)CSCc2cc(=O)c3ccccc3[nH]2)s1,-7%,40µM*,-21%
COc1ccc(N(CC(=O)NC(C)C)S(=O)(=O)c2ccc(NC(C)=O)cc2)cc1,5%,1%,-2%
COCCSc1ccccc1C(=O)NCc1ccco1,7%,-11%,-12%
COc1ccc(N2CCN(C(=O)CN3c4cccc5cccc(c45)S3(=O)=O)CC2)cc1,nt,2%,9%
CSc1nc2ccccc2n1CC(=O)Nc1ccc(C)c(C)c1,7%,0%,4%
CC(=O)C1C(c2ccc(O)cc2)NC(=O)NC1(O)C(F)(F)F (stereo not given),-15%,nt,-13%
COc1cc(F)cc(-c2ccc3c(c2)c(-c2cccs2)c(-c2cc(OC)cc(OC)c2)n3C)c1,nt,3%,-1%
O=C1CC(SCCc2nc3ccccc3[nH]2)C(=O)N1c1ccc(Cl)cc1 (stereo not given),-6%,6%,-7%
O=c1c2[nH]c3ccccc3c2nc(SCc2ccccc2F)n1-c1ccc(F)cc1,nt,4%,-10%
COC(=O)Cc1c(O)ccn(CCc2ccc(S(N)(=O)=O)cc2)c1=O,3%,nt,14%
CCC(=O)N1CCN(c2cc(N3CCN(C)CC3)c(F)cc2[N+](=O)[O-])CC1,-5%,0%,-3%
S=c1[nH]nc(CCc2ccccc2)n1-c1ccc(Cl)cc1,-2%,0%,-13%
COc1ccc(Nc2ncnc3sccc23)cc1OC,-5%,nt,10%
O=C(O)CC(NC(=O)C12CC3CC(CC(C3)C1)C2)c1ccc(F)cc1 (stereo not given),-17%,nt,0%
COc1ccccc1CN1CC(C(=O)N2CCOCC2)CCC1=O (stereo not given),0%,1%,-6%
CCCCCCn1c(CN2CCC(C)CC2)nc2c1c(=O)n(C)c(=O)n2C,1%,0%,5%
Cc1c(NC(=O)c2ccc(Cl)c(S(=O)(=O)N3CCCCC3)c2)c(=O)n(-c2ccccc2)n1C,1%,3%[56.1 µM],1%
COc1ccc(CCNC(=O)CSc2nc3ccccc3o2)cc1,1%,1%,-6%
CC(c1ccccc1)n1cc2c(c1-c1ccccc1Br)c(=O)n(C)c(=O)n2C (stereo not given),nt,5%,-20%

# Record cards, as listed above. Order of values: N370S GC, TDP1 inh, FEN1 inh
# Entry for CCCCS(=O)(=O)N1CCc2nc(-c3ccccc3)c3c(c2C1)CO[C@@H](C)C3 → 4%[12.8 µM], -2%[21 µM], nt
# Entry for Cc1cc(C)cc(N(CC(=O)NCc2ccco2)C(=O)CCC(=O)Nc2ccccn2)c1 → 8%, -1%, 11%

# (listing goes on)
SMILES,N370S GC,TDP1 inh,FEN1 inh
CC1CCN(S(=O)(=O)c2ccc(NC(=O)CN3CCOCC3)cc2)CC1,-2%,2%,7%
Cc1nn(CC(=O)Nc2ccc(Cl)cc2Cl)c(=O)c2ccccc12,-6%,nt,12%
Cc1cc2cc(CNC(=O)Cc3ccc([N+](=O)[O-])cc3)ccc2n1C,-5%,5%,4%
C/C(=N\NC(=O)c1ccc(O)cc1)c1ccc2c(c1)OCCO2,nt,2%,18%
CCN1CCN(c2cc(C)c3cc(NC(=O)c4cccnc4Cl)ccc3n2)CC1,-1%,4%,-18%
Cc1ccc(N)c2c1OCCC2=O,0%,-2%,2%
COC(=O)CSc1ncnc2c1sc1nc3c(cc12)COC(C)(C)C3,8%,0%,4%
COC(=O)[C@H](Cc1ccccc1)NC(=O)Cn1cnc2c(NCc3ccccc3)ncnc21,nt,0%[56.1 µM],-13%
CN(C)S(=O)(=O)c1cccc(C(=O)Nc2ccccc2Cl)c1,-2%,-5%,-22%
CC1=[N+](CC(=O)c2ccccc2)CCn2cccc21,-15%,0%,-4%
CCOc1nc(NC(=O)NS(=O)(=O)Oc2ccc(Cl)cc2)nc(-c2ccccc2)n1,nt,-3%,-3%
COc1ccc(C2=NOC(C(=O)N(C)Cc3ccccc3)C2)cc1 (stereo not given),-4%,1%,4%
O=C(/C=C/c1cccs1)NC1CCCC1,-5%,6%,-20%
COc1cccc(CNC(=O)C2CCCN(c3ncnc4onc(-c5ccc(F)cc5)c34)C2)c1 (stereo not given),nt,5%,3%
COc1ccc(CN(C)Cc2nc(Cc3cccc(F)c3)no2)c2cccnc12,-16%,3%,-3%
CCNC(=O)N1CCCC(C(=O)c2ccc(C(F)(F)F)cc2)C1 (stereo not given),-7%,nt,2%
Cc1ccc(-n2nc(C)c3c(C)c(CCC(=O)NC(C)c4ccccc4)c(C)nc32)cc1 (stereo not given),-16%,-2%&4%,-10%&3%
CC1(C)COC(c2coc3ccccc3c2=O)OC1,5%,0%,-3%
O=c1nc(-c2ccccc2)c2ccccc2[nH]1,30%,0%,-6%
COc1ccccc1-n1c(=S)[nH]c2c(sc(=S)n2-c2ccc(C)cc2C)c1=O,-12%,5%,9%
O=C(Nc1ccc2c(c1)OCO2)c1cccs1,8%,-6%,-3%
COc1cc2c(Cc3c4c5c(cc(OC)c(OC)c5c5c(OC)c(OC)ccc35)CCN4C)c3c4c(cc(OC)c(OC)c4c2cc1OC)CCN3C,-12%,21%[56.1 µM],nt
CCOc1ccccc1/C=C\c1nc(O)c([N+](=O)[O-])c(=O)[nH]1,-12%,nt,0%
CCNC(=O)/C(C#N)=C/c1c(N(Cc2ccccc2)Cc2ccccc2)nc2ccccn2c1=O,11%,1%,-12%
COc1ccc(NC(=O)NCc2ccncc2)c(OC)c1,8%,1%,-3%

# (next part)
SMILES,N370S GC,TDP1 inh,FEN1 inh
O=C(NNC(=O)c1ccc(Cl)cc1Cl)Nc1ccccc1,-9%,3%,-7%
CC1(c2ccc3c(c2)OCO3)NC(=O)N(CC(=O)Nc2ccc(N3CCOCC3)cc2)C1=O (stereo not given),0%,5%,0%
C=C(COC)C1=CCC(C(=O)OC)(C(=O)OC)[C@@H](C[N+](=O)[O-])c2ccccc21,-7%&-1%,1%&6%,nt
O=C1CC(C(=O)Nc2cc(Cl)ccc2Cl)n2ncnc2N1 (stereo not given),22%,-3%,-2%
Cc1ccc(S(=O)(=O)NCC2CCC(C(=O)NCCCN3CCOCC3)CC2)cc1 (stereo not given),2%,5%,-4%
COc1cc2c(cc1OC)CN(C(=S)Nc1ccc(Cl)cc1)CC2,17%,0%,0%
COc1cc(CN(CCN(C)C)Cc2ccccc2)ccc1OCc1ccccc1,-17%,nt,11%
C[C@H]1CN([C@@H](C)CO)C(=O)c2cccc(NS(=O)(=O)c3cn(C)cn3)c2O[C@H]1CN(C)S(C)(=O)=O,nt,1%,2%
CCC1CN(C(=O)N2CCC(C(=O)NCc3cccs3)CC2)c2cc(C)ccc2O1 (stereo not given),nt,1%,12%
CC(C)NC(=O)C(=O)NNC(=O)CCc1ccccc1,26%,-2%,1%
CCC(O)CNC(=O)NC(=C(Cl)Cl)c1ccc(C)c(F)c1 (stereo not given),0%,3%,18%
Cc1cnc(NC(=O)C2CCCC2)s1,14%,3%,-7%
O=C(CCn1c(=O)c2ccccc2n(CC(=O)Nc2cccc(F)c2)c1=O)NCCc1ccccc1,nt,0%,-2%
O=C(N/N=C/c1cccc(O)c1)c1cc(-c2ccccc2)nc2ccccc12,1%,nt,-1%
COc1ccc([C@@H]2OC2(C(N)=O)C(N)=O)cc1,-20%,nt,9%
Cc1cc(C)c(C)c(OCCN2CC(C)OC(C)C2)c1 (stereo not given),-5%,nt,1%
COc1ccc(C)cc1NC(=O)Cc1ccc(NC(=O)N2CCCCc3ccccc32)cc1,nt,7%,1%
CC(=O)NNC(=O)CCn1nnc(-c2ccc(Cl)cc2)n1,1%,-4%,-1%
CCN(CC)C(=O)CSc1nnc(CNc2ccc(F)cc2)o1,6%,3%,2%
CCC(c1nnc(SCC(=O)Nc2cccnc2Cl)n1-c1ccccc1)N(C)C (stereo not given),8%,5%,0%
CNC(=O)CSc1nnc(-c2ccccc2)n1C,5%,1%,-2%
COc1ccc(-c2[nH]c(-c3ccc(C)cc3)nc2SCC(=O)NC2CCCC2)cc1,3%,-4%,-10%
Cc1ccccc1NC(c1cccc(Cl)c1)c1nnnn1C1CCCCC1 (stereo not given),5%,-2%,8%
CS(=O)(=O)N1CCC(C(=O)Nc2cccc([N+](=O)[O-])c2)CC1,3%,3%,3%
CSCCC(NC(=O)c1ccccc1Br)C(=O)NNC(=O)c1cc(C)oc1C (stereo not given),nt,3%,10%

# Some of these compounds in order of molar mass, falling:
SMILES,N370S GC,TDP1 inh,FEN1 inh
C[C@H]1CN([C@@H](C)CO)C(=O)c2cccc(NS(=O)(=O)c3cn(C)cn3)c2O[C@H]1CN(C)S(C)(=O)=O,nt,1%,2%
CSCCC(NC(=O)c1ccccc1Br)C(=O)NNC(=O)c1cc(C)oc1C (stereo not given),nt,3%,10%
CC1(c2ccc3c(c2)OCO3)NC(=O)N(CC(=O)Nc2ccc(N3CCOCC3)cc2)C1=O (stereo not given),0%,5%,0%
COc1ccc(-c2[nH]c(-c3ccc(C)cc3)nc2SCC(=O)NC2CCCC2)cc1,3%,-4%,-10%
Cc1ccccc1NC(c1cccc(Cl)c1)c1nnnn1C1CCCCC1 (stereo not given),5%,-2%,8%
CCC(O)CNC(=O)NC(=C(Cl)Cl)c1ccc(C)c(F)c1 (stereo not given),0%,3%,18%
CC(C)NC(=O)C(=O)NNC(=O)CCc1ccccc1,26%,-2%,1%

# Later entries:
SMILES,N370S GC,TDP1 inh,FEN1 inh
CNC(=S)N1CCc2cc(OC)c(OC)cc2C1COc1ccc(OC)cc1 (stereo not given),2%,2%,-20%
CCOc1ccc(CC(=O)N2N=C(C)CC2(O)C(F)(F)F)cc1 (stereo not given),-10%,-5%,6%
NC(=S)NNc1c(F)c(F)c(F)c(F)c1F,-1%,6%,-5%
N#C/C=C(/N)c1ccc(Br)cc1,7%,3%,2%
CN(C)c1ccc(-c2ccc3ncnc(NCc4ccccc4)c3c2)cc1,-2%,24%[56.1 µM],nt
CCCC(=O)N/C(N)=N/c1nc(C)c2ccccc2n1,-1%,5%,-17%
COCc1cc(C)nc2sc(C(=O)NN)c(-n3cccc3)c12,0%,3%,4%
CCOC(=O)c1c(C)[nH]c(C(=O)CN2CCOCC2)c1C,-20%,5%,-1%
COc1ccc2oc(N)c(C=O)c(=O)c2c1,-23%,-5%,-10%
Cc1ccc(N/C(CSC(N)=O)=N/S(=O)(=O)c2ccccc2)cc1,3%,2%,1%
CCOC(=O)N1CCN(C(=O)CNC(=O)c2ccc(Br)cc2)CC1,-6%,4%,-5%
C[C@H]1COC(=O)[C@H](Cc2ccc(F)cc2)C/C=C\C[C@H](CC(=O)NCCO)C(=O)N1,nt,0%,-3%
Cc1nn(CCC(=O)NCc2ccc(OC(C)C)cc2)c(=O)c2nn(-c3ccccc3)c(C)c12,2%,1%,-6%
O=C(Nc1ncn[nH]1)c1cc(S(=O)(=O)Nc2cccc(C(F)(F)F)c2)ccc1Cl,7%,1%,0%
Cc1ccc(S(=O)(=O)NCCc2ccccc2)cc1,21%,5%,-14%
CCOc1ccc(S(=O)(=O)NCCC(=O)NCCCSc2ccccc2)cc1,-18%,5%,-3%
CC1Nc2ncnc(N3CCc4ccccc4C3)c2N(Cc2ccc(Cl)cc2)C1=O (stereo not given),-11%,1%,-9%
Cc1ccc(-c2nc3ccccn3c2Nc2ccc3c(c2)OCCO3)o1,nt,15%,-17%
Clc1ccc(Cl)c(OCc2cc(-c3ccccc3Cl)on2)c1,1%,-1%,0%
Cc1c(CC(=O)NCCCO)c(=O)oc2cc3c(cc12)CCC(C)(C)O3,?,nt,-4%
CCN(CC)S(=O)(=O)c1cccc(-c2n[nH]c(=S)n2C)c1,6%,8%,-3%
Nn1c(COc2ccccc2F)nnc1SCC(=O)NC1CCCC1,-7%,0%,4%
CC1CC1C(=O)Nc1nc(-c2cccs2)c(-c2cccs2)s1 (stereo not given),-7%,0%,-7%
C=CCn1c(N)c(-c2nc3ccccc3n2C)sc1=S,24%,9%,7%
O=C(Nc1cccc(-c2cn3ccccc3n2)c1)c1cc2ccccc2oc1=O,-15%,-6%,?
Cn1cnnc1SCC(=O)NCCC1=CCCCC1,nt,-1%,1%
O=C(CSc1nnc(-c2ccncc2)n1Cc1ccco1)Nc1nc(-c2ccccc2)cs1,-5%,3%,-6%
O=C1CCCC(O)=C1C1NCCc2ccccc21 (stereo not given),2%,2%,-3%
Cn1c(=O)oc2cc(S(=O)(=O)NCCC(=O)NC3CCCc4ccccc43)ccc21 (stereo not given),2%,0%,5%

# Bioassay records from PubChem.
